S1P4 antag: antagonists of human S1P4 receptor; O95977; S1P4-expressing cells, antagonist mode, reporter read-out; inhibition, % at 4.98 µM; 220,000 compounds, 0.26% hits; AID 1510; in the data active means inhibition above about 29%;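 further: 0% = wells stimulated with agonist and 100% = vehicle wells without agonist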
eIF4E 4G PPI: inhibitors of eIF4E and eIF4G interaction in translation initiation. P63073+Q04637. TR-FRET eIF4E-eIF4GI(517-606) binding, 2 h. inhibition, % at 21.7 µM. 220,000 compounds, 0.37% hits. AID 782;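 active means inhibition above about 30%, limit read from the data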;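 further: 0% = full FRET control wells and 100% = background wells lacking eIF4GI fragment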
EP2 antag: inhibitors of human EP2 prostaglandin E2 receptor. C6 glioma cells expressing human EP2, cAMP TR-FRET; cells stimulated with saturating PGE2. inhibition, % at 25 µM. 260,000 compounds, 0.52% hits. AID 1422;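 active means percent inhibition above 40 after rounding to a whole number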;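 further: rat C6 glioma host cells with rolipram phosphodiesterase inhibitor present; the protocol text gives 20 µM as final concentration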
EP2 mod: EP2 receptor (human) modulation; P43116; EP2-expressing cells, cAMP HTRF FRET, PGE2 co-stimulation; induction, % at 25 µM; 260,000 compounds, 0.83% hits;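 active means compounds whose cAMP rise, as percent of the full-agonist control response, exceeds 60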;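 further: rat C6 glioma line stably carrying human EP2 under a CMV promoter; the protocol text gives 20 µM as final concentration; 100% = response of wells given 1 µM PGE2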
p97 ATPase inh: blocks human p97 ATPase activity; P55072; recombinant p97 ATPase, Kinase-Glo ATP luminescence, 3 h; inhibition, % at 8 µM; 220,000 compounds, 0.42% hits; AID 1481; in the data active means inhibition above about 15%;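 further: 0% = DMSO vehicle and 100% = wells lacking enzyme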
NPY-Y1 PAM-ag: human NPY-Y1 potentiation or agonism, primary screen | P25929 | NPY-Y1 expressing cells, potentiator/agonist activation | activation, % at 3.6 µM | 220,000 compounds, 0.37% hits; in the data active means activation above about 33%, passing the limit was not always enough;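 further: cells stimulated with NPY at EC10 then isoproterenol at EC100; 0% = low agonist plus stimulus and 100% = saturating agonist plus stimulus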
Target sequence (P25929 whole entry, looked up): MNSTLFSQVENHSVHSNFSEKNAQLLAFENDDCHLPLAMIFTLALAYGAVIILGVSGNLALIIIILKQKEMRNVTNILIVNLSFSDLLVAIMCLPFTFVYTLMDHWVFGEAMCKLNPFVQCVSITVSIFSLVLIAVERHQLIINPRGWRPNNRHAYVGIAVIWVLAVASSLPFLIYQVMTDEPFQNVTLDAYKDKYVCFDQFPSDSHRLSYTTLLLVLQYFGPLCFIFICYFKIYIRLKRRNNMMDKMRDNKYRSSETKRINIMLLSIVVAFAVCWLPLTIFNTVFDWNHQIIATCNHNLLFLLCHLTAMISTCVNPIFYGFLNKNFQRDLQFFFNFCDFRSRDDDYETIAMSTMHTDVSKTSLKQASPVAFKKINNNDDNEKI
S1P4 ag: agonists of human S1P4 receptor; S1P4-expressing cell line, agonist reporter assay; activation, % at 4.98 µM; 220,000 compounds, 0.35% hits; in the data active means activation above about 11%;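 further: 0% = DMSO vehicle and 100% = reference agonist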
NPY2 pot ag: human NPY-Y2 potentiation or agonism, primary screen. P49146. cells expressing NPY-Y2, potentiator/agonist read-out. activation, % at 3.6 µM. 220,000 compounds, 0.45% hits. AID 1359; in the data active means activation above about 27%;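 further: cells stimulated with NPY near EC25 plus isoproterenol at EC100; 0% = vehicle plus submaximal agonist and 100% = vehicle plus saturating agonist; some results beyond the cut were filed as inactive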
Target sequence (P49146 whole entry, looked up): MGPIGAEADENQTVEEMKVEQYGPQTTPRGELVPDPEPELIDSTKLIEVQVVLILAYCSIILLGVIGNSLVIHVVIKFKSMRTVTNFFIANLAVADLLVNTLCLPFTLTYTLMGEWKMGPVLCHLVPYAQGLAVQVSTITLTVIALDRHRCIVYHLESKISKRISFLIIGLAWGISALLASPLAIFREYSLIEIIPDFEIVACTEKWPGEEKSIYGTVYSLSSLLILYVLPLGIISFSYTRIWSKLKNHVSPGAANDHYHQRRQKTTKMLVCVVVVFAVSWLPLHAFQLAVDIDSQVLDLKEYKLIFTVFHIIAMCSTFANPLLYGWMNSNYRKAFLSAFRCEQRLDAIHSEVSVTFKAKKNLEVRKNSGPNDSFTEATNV
NPY-Y1 antag: blocks the human neuropeptide Y Y1 receptor; P25929; HEK293-CNG Y1 cells, membrane potential fluorescence; NPY at EC95, then isoproterenol; inhibition, % at 3.6 µM; 200,000 compounds, 1% hits;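 active means inhibition above the campaign mean inhibition of all tested compounds plus 3 SD, cut at about 20% in these data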;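 further: 0% = DMSO wells given NPY plus isoproterenol and 100% = isoproterenol alone without NPY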
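Assay system: HEK293 Y1/CNG channel cell line; Doses: single compound dose of 3.6 µM, 0.4% DMSO; Timing: dye 3 h, compound 60 min room temperature, stimulation 45 min; Technique: Membrane-potential fluorescent dye readout; Measure: % inhibition of NPY effect.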
Active calls of the source: *; [ ] = remark or other dose.

Screening CC(=O)c1cn(-c2ccc(Cl)cc2)c(=O)n(Cc2ccc(F)cc2)c1=O returned S1P4 antag 3, eIF4E 4G PPI 2, EP2 antag 7, EP2 mod 23, p97 ATPase inh -3, NPY-Y1 PAM-ag -12, S1P4 ag -0.8, NPY2 pot ag -13 and NPY-Y1 antag -3.
`c1ccc(CN(Cc2cccs2)C(c2cccs2)c2nnnn2C2CCCC2)cc1` (stereo not given) gave S1P4 antag 10, eIF4E 4G PPI -5, EP2 antag 8, EP2 mod 9, p97 ATPase inh -6, NPY-Y1 PAM-ag -15, S1P4 ag -2.8, NPY2 pot ag -18 and NPY-Y1 antag 21*.
Screening OCCN1CCOCCN(CCO)CCOCC1 returned S1P4 antag 12, eIF4E 4G PPI 2[fluorescence artefact?], EP2 antag 7, EP2 mod -1, p97 ATPase inh -3, NPY-Y1 PAM-ag 12, S1P4 ag -0.4, NPY2 pot ag 0 and NPY-Y1 antag 2.
For O=c1cc(O)nc[nH]1 the results were S1P4 antag -8, eIF4E 4G PPI 4, EP2 antag 3, EP2 mod 8, p97 ATPase inh 5, NPY-Y1 PAM-ag 16, S1P4 ag 0.8 and NPY2 pot ag 9.
`CCC(c1nnnn1C1CCCC1)N(Cc1cccs1)Cc1cc2cc(C)ccc2[nH]c1=O` (stereo not given) gave S1P4 antag 3, eIF4E 4G PPI 3, EP2 antag 9, EP2 mod 84*, p97 ATPase inh 4, NPY-Y1 PAM-ag 1, S1P4 ag 0.3, NPY2 pot ag 15 and NPY-Y1 antag 6.
Screening CC(C)NC(C(=O)Nc1cc(Cl)cc(Cl)c1)c1ccccc1 (stereo not given) returned S1P4 antag 6, eIF4E 4G PPI -7, EP2 antag 10, EP2 mod 7, p97 ATPase inh 4, NPY-Y1 PAM-ag -25, S1P4 ag -0.4, NPY2 pot ag -9 and NPY-Y1 antag 11.
`Cc1ccc(CNC(=O)C2CCCN(S(=O)(=O)c3c(C)noc3/C=C/N(C)C)C2)cc1` (stereo not given) gave S1P4 antag -20, eIF4E 4G PPI -3, EP2 antag 8, EP2 mod 28, p97 ATPase inh 4, NPY-Y1 PAM-ag 25, S1P4 ag 0.9 and NPY2 pot ag 17.
Screening Cc1ccc(NC(=O)Nc2c(C)n(C)n(-c3ccccc3)c2=O)cc1C returned S1P4 antag -3, eIF4E 4G PPI -1, EP2 antag 16, EP2 mod 22, p97 ATPase inh 5, NPY-Y1 PAM-ag -6, S1P4 ag 2.5, NPY2 pot ag 6 and NPY-Y1 antag 8.
Screening CCc1ccccc1OCC(=O)OCC(=O)N1CC(=O)Nc2ccccc21 returned S1P4 antag -15, eIF4E 4G PPI 1, EP2 antag 6, EP2 mod -6, p97 ATPase inh -4, NPY-Y1 PAM-ag -5, S1P4 ag 0.5, NPY2 pot ag -2 and NPY-Y1 antag 4.
`COc1ccc(NC(=S)N2CCNC(=O)C2CC(=O)Nc2ccc(C)cc2)cc1` (stereo not given) gave S1P4 antag -13, eIF4E 4G PPI -2[fluorescence artefact?], EP2 antag 7, EP2 mod -11, p97 ATPase inh -3, NPY-Y1 PAM-ag -16, S1P4 ag 0.5, NPY2 pot ag 7 and NPY-Y1 antag -5.
`CCCCc1sc(-c2c(C#N)c(N)nc3c2CCCCC3)cc1[N+](=O)[O-]` gave S1P4 antag -2, eIF4E 4G PPI 7, EP2 antag 19, EP2 mod 26, p97 ATPase inh 1, NPY-Y1 PAM-ag -17, S1P4 ag 0.8, NPY2 pot ag -15 and NPY-Y1 antag 3.
For Cc1nnc(SCC(=O)Nc2ccc3c(c2)COC3=O)n1-c1ccccc1 the results were S1P4 antag -8, eIF4E 4G PPI -2, EP2 antag 3, EP2 mod -1, p97 ATPase inh 4, NPY-Y1 PAM-ag 0, S1P4 ag -2.8, NPY2 pot ag -4 and NPY-Y1 antag 2.
Screening CCN1CCN(S(=O)(=O)c2ccc(Cl)c(C(=O)NC(C)(C)C)c2)CC1 returned S1P4 antag -2, eIF4E 4G PPI -2, EP2 antag 3, EP2 mod -11, p97 ATPase inh 3, NPY-Y1 PAM-ag 9, S1P4 ag 1.0, NPY2 pot ag -2 and NPY-Y1 antag 5.
`COc1ccccc1C(=O)Nc1ccc(Cc2ccncc2)cc1` gave S1P4 antag -10, eIF4E 4G PPI 3[fluorescence artefact?], EP2 antag 10, EP2 mod -58, p97 ATPase inh 2, NPY-Y1 PAM-ag -3, S1P4 ag 1.0, NPY2 pot ag 9 and NPY-Y1 antag 0.
`CCN(CC)CC(=O)Nc1ccc2c(c1)Nc1ccccc1CC2` gave S1P4 antag -12, eIF4E 4G PPI 3, EP2 antag 26, EP2 mod -22, p97 ATPase inh -8, NPY-Y1 PAM-ag 23, S1P4 ag 1.2, NPY2 pot ag 26 and NPY-Y1 antag -3.

Quoted from the listing for reference:
Screening CC(=O)c1cn(-c2ccc(Cl)cc2)c(=O)n(Cc2ccc(F)cc2)c1=O returned S1P4 antag 3, eIF4E 4G PPI 2, EP2 antag 7, EP2 mod 23, p97 ATPase inh -3, NPY-Y1 PAM-ag -12, S1P4 ag -0.8, NPY2 pot ag -13 and NPY-Y1 antag -3.
`c1ccc(CN(Cc2cccs2)C(c2cccs2)c2nnnn2C2CCCC2)cc1` (stereo not given) gave S1P4 antag 10, eIF4E 4G PPI -5, EP2 antag 8, EP2 mod 9, p97 ATPase inh -6, NPY-Y1 PAM-ag -15, S1P4 ag -2.8, NPY2 pot ag -18 and NPY-Y1 antag 21*.
Screening OCCN1CCOCCN(CCO)CCOCC1 returned S1P4 antag 12, eIF4E 4G PPI 2[fluorescence artefact?], EP2 antag 7, EP2 mod -1, p97 ATPase inh -3, NPY-Y1 PAM-ag 12, S1P4 ag -0.4, NPY2 pot ag 0 and NPY-Y1 antag 2.
For O=c1cc(O)nc[nH]1 the results were S1P4 antag -8, eIF4E 4G PPI 4, EP2 antag 3, EP2 mod 8, p97 ATPase inh 5, NPY-Y1 PAM-ag 16, S1P4 ag 0.8 and NPY2 pot ag 9.
`CCC(c1nnnn1C1CCCC1)N(Cc1cccs1)Cc1cc2cc(C)ccc2[nH]c1=O` (stereo not given) gave S1P4 antag 3, eIF4E 4G PPI 3, EP2 antag 9, EP2 mod 84*, p97 ATPase inh 4, NPY-Y1 PAM-ag 1, S1P4 ag 0.3, NPY2 pot ag 15 and NPY-Y1 antag 6.
Screening CC(C)NC(C(=O)Nc1cc(Cl)cc(Cl)c1)c1ccccc1 (stereo not given) returned S1P4 antag 6, eIF4E 4G PPI -7, EP2 antag 10, EP2 mod 7, p97 ATPase inh 4, NPY-Y1 PAM-ag -25, S1P4 ag -0.4, NPY2 pot ag -9 and NPY-Y1 antag 11.

Next compounds.
Screening C/C(=N\NC(=O)c1cccc(N/N=C(\C)c2ccc([N+](=O)[O-])cc2)c1)c1ccc([N+](=O)[O-])cc1 returned S1P4 antag -12, eIF4E 4G PPI -2, EP2 antag 3, EP2 mod -20, p97 ATPase inh 0, NPY-Y1 PAM-ag 4, S1P4 ag -1.0 and NPY2 pot ag -8.
COc1ccc(NC(=O)C2CC(=O)OC2(C)C)cc1 (stereo not given) was read as S1P4 antag -11, eIF4E 4G PPI 2, EP2 antag 7, EP2 mod -3, p97 ATPase inh 5, NPY-Y1 PAM-ag 5, S1P4 ag 0.4, NPY2 pot ag 16 and NPY-Y1 antag 2.
`CSCCC(NS(=O)(=O)c1ccccc1F)C(=O)OCc1ccccc1Cl` (stereo not given) gave S1P4 antag -1, eIF4E 4G PPI 0, EP2 antag 9, EP2 mod 30, p97 ATPase inh -6, NPY-Y1 PAM-ag -7, S1P4 ag -0.4, NPY2 pot ag 11 and NPY-Y1 antag 1.
`CCN(CC(=O)NC1CCS(=O)(=O)C1)C(=O)C(c1ccccc1)c1ccccc1` (stereo not given) gave S1P4 antag -8, eIF4E 4G PPI -6[fluorescence artefact?], EP2 antag 5, EP2 mod 24, p97 ATPase inh -3, NPY-Y1 PAM-ag -16, S1P4 ag 1.8, NPY2 pot ag -13 and NPY-Y1 antag 2.
Cn1nc2c(c1C(=O)O)CCCC2 was read as S1P4 antag -11, eIF4E 4G PPI 4, EP2 antag 13, EP2 mod 21, p97 ATPase inh 4, NPY-Y1 PAM-ag -10, S1P4 ag 1.1, NPY2 pot ag -4 and NPY-Y1 antag 4.
COCCNc1nc(Cl)c(C#N)s1 was read as S1P4 antag -6, eIF4E 4G PPI 0, EP2 antag 0, EP2 mod 15, p97 ATPase inh 6, NPY-Y1 PAM-ag 2, S1P4 ag 0.2, NPY2 pot ag 10 and NPY-Y1 antag 10.
For Cc1ccc(CNC(=O)CO/N=C/c2ccc(C(C)(C)C)cc2)cc1 the results were S1P4 antag -10, eIF4E 4G PPI -3, EP2 antag 4, EP2 mod 9, p97 ATPase inh -2, NPY-Y1 PAM-ag -31, S1P4 ag 2.7, NPY2 pot ag -15 and NPY-Y1 antag 5.
`O=C(CSc1nnc(-c2ccc([N+](=O)[O-])cc2)o1)Nc1ccccn1` gave S1P4 antag -15, eIF4E 4G PPI -1, EP2 antag 6, EP2 mod -16, p97 ATPase inh 3, NPY-Y1 PAM-ag -5, S1P4 ag -0.5, NPY2 pot ag -1 and NPY-Y1 antag 0.
Screening CCNC(=O)NC(=O)C(C)Sc1ccc2c(c1)OCCO2 (stereo not given) returned S1P4 antag 3, eIF4E 4G PPI -1, EP2 antag 16, EP2 mod -2, p97 ATPase inh 1, NPY-Y1 PAM-ag -11, S1P4 ag 3.5, NPY2 pot ag 9 and NPY-Y1 antag 2.
`O=C(c1cc([N+](=O)[O-])ccc1N1CCN(S(=O)(=O)c2ccc(Cl)c(Cl)c2)CC1)N1CCOCC1` gave S1P4 antag 4, eIF4E 4G PPI -9, EP2 antag 1, EP2 mod -30, p97 ATPase inh -3, NPY-Y1 PAM-ag -10, S1P4 ag 0.2, NPY2 pot ag -5 and NPY-Y1 antag 7.
Screening Cc1ccc(-n2[nH]c(C)c(/C=N/c3ccccn3)c2=O)cc1 returned S1P4 antag -19, eIF4E 4G PPI 10, EP2 antag 9, EP2 mod 3, p97 ATPase inh -38, NPY-Y1 PAM-ag -2, S1P4 ag 1.0, NPY2 pot ag 13 and NPY-Y1 antag 0.
C=C(C)C1Cc2cc3ccc(=O)oc3cc2O1 (stereo not given) was read as S1P4 antag -1, eIF4E 4G PPI 3, EP2 antag 12, EP2 mod -40, p97 ATPase inh -5, NPY-Y1 PAM-ag -5, S1P4 ag 0.8, NPY2 pot ag 0 and NPY-Y1 antag 2.
Screening Cc1ccc(OCC(=O)O/N=C(\N)Cc2ccc([N+](=O)[O-])cc2)cc1C returned S1P4 antag -7, eIF4E 4G PPI 40*, EP2 antag 9, EP2 mod -25, p97 ATPase inh -4, NPY-Y1 PAM-ag -8, S1P4 ag -1.5 and NPY2 pot ag -33.
Screening COc1ccc(/C(N)=N/OC(=O)CCCc2ccccc2)cc1 returned S1P4 antag -4, eIF4E 4G PPI -2, EP2 antag 8, EP2 mod -20, p97 ATPase inh 1, NPY-Y1 PAM-ag -11, S1P4 ag 1.9, NPY2 pot ag 11 and NPY-Y1 antag 3.
Screening COc1ccc(NC(=O)c2c(C)noc2-c2snnc2C)cc1 returned S1P4 antag -9, eIF4E 4G PPI -2, EP2 antag 10, EP2 mod 9, p97 ATPase inh 7, NPY-Y1 PAM-ag 4, S1P4 ag 0.6 and NPY2 pot ag 4.

This is a subset; count on the stated rates, not on these rows.
